Tau fibril ThT: blocks human tau fibril formation measured by thioflavin T. Potency, µM (top dose mostly 57.4 µM), without a hit: top-dose activity, negative = inhibition, most hits filed as inhibitors. recombinant tau K18 P301L, heparin-induced fibrillization, ThT fluorescence. actives 2.1% (n = 270,000). P10636; note: % is set by controls: 0 for no effect and ±100 for the full control effect; nearly all actives have a fitted effect of over 55% in size
Target sequence (P10636 561-689 P618L limits assumed): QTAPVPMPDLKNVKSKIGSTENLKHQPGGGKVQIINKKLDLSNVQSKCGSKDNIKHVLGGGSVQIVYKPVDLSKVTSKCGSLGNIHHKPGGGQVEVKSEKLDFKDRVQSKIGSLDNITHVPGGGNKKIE
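Tau K18 P301L fragment (15 uM unlabeled plus 0.24 uM Alexa 594-labeled) in 100 mM sodium acetate pH 7 with compound, fibrillization induced by 20 uM heparin for 6 hr at 37 C. Thioflavin T (30 uM) added, fluorescence read after 1 hr (ex 450, em 510 nm).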
JMJD2E inh: inhibitors of human JMJD2E histone demethylase; JMJD2E catalytic domain, FDH-coupled NADH fluorescence (FDH is formaldehyde dehydrogenase); Potency, µM (highest dose often 57.1 µM), inactives show top-dose activity change, negative = inhibition, most hits filed as inhibitors; actives 1.6% (n = 230,000); active = well fitted inhibition curve with a large enough effect, not every such curve was filed as active; inconclusive = small, poorly fitted or top-dose-only effect, or another doubt; inactive = no such curve, though single readings can be large or run the other way;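 note: 0% = wells with enzyme and -100% = buffer wells without enzyme; nearly all actives have a fitted effect of over 50% in size; many of its hits are not listed in these tables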
Target sequence (B2RXH2 1-337 limits assumed): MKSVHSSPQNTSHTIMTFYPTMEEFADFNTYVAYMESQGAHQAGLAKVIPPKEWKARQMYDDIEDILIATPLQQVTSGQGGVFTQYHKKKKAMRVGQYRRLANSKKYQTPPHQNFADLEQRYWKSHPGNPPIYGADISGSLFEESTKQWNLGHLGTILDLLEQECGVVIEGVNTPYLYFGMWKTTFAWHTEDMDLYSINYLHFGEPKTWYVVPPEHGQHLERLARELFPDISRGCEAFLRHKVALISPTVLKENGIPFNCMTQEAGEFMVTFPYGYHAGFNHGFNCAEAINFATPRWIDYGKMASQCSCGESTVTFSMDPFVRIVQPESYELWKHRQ
Tau fluor counter: counter-screen for tau fibril formation inhibitors; tau K18 P301L Alexa594 fluorescence, heparin fibrillization; Potency, µM (series often up to 57.7 µM), for inactives: at the highest dose activity change, negative = decrease; actives 0.93% (n = 280,000); note: % is set by controls: 0 for no effect and ±100 for the full control effect; nearly all actives have a fitted effect of over 55% in size
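Human tau K18 P301L (15 uM unlabeled, 0.24 uM Alexa 594-labeled) in 100 mM sodium acetate pH 7 with 20 uM heparin, 6 hr at 37 C. ThT 30 uM added, 1 hr ambient; Alexa 594 FP and total fluorescence read at 555/632 nm.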
SMN2 splice enh: SMN2 splice variant enhancement; Potency, µM (series often up to 46.1 µM), for the others: at the highest dose activity change, positive = activation, usual class: activators; actives 2.8% (n = 210,000); HEK293 SMN2-luciferase splicing reporter, luminescence, 30-36 h; note: % of control where 0% means no effect; nearly all actives have a fitted effect of over 55% in size
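HEK293 cells carry an SMN2 minigene-luciferase reporter in which exon 7 inclusion puts luciferase in frame. Cells were seeded at 2000 cells/well, attached for 10-12 hours, then exposed to compounds for 30-36 hours at 37C before ONE-Glo luminescence.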
HTT aggregate: inhibitors of mutant huntingtin aggregate formation in PC12 cells. AID 1688. PC12 HttQ103-GFP aggregates, Acumen cytometry, 40 h. Potency, µM (top dose mostly 46.1 µM), for the others: at the highest dose activity change, negative = inhibition, usual class: inhibitors. actives 1.1% (n = 220,000); note: % is set by controls: 0 for no effect and ±100 for the full control effect; nearly all actives have a fitted effect of over 60% in size
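PC12 cells stably carrying ecdysone-inducible HTT exon 1 Q103–GFP were induced with tebufenozide (100 nM final) and treated with library compounds in titration. GFP aggregates in lysates were counted by laser scanning cytometry.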
ALDH1A1 inh: blocks purified human ALDH1A1 activity | actives 7.3% (n = 220,000) | Purified ALDH1A1, NADH fluorescence, propionaldehyde substrate | Potency, µM (highest dose often 75.3 µM), for the others: top-dose activity, negative = inhibition, actives largely listed as inhibitors | P00352; active = well fitted inhibition curve with a large enough effect, not every such curve was filed as active; inconclusive = small, poorly fitted or top-dose-only effect, or another doubt; inactive = no such curve, though single readings can be large or run the other way;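 note: plate controls were no enzyme wells and a reference inhibitor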
Target sequence (P00352 whole entry, looked up): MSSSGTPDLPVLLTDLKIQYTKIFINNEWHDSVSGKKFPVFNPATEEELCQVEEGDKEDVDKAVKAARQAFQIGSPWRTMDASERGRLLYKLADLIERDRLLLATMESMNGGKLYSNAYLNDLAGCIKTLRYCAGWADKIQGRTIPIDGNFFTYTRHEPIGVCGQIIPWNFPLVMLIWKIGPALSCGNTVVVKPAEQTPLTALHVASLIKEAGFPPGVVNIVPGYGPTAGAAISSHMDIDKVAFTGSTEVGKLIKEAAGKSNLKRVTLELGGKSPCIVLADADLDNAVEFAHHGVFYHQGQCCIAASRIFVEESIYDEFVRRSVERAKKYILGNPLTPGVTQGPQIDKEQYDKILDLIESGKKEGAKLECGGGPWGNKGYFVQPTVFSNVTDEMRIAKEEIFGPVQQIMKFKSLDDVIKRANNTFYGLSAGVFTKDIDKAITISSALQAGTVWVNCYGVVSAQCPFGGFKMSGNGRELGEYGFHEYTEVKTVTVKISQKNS
HTT cytoprotect: protects HTT-Q103 PC12 cells, measured by ATP | PC12 HTT-Q103 induced, cytoprotection, ATP luminescence, 40 h | actives 0.14% (n = 230,000) | Potency, µM (titrated, usually from 56.4 µM), inactives show cytoprotection (ATP increase), most hits filed as activators | AID 1471;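 note: % of control where 0% means no effect; nearly all actives have a fitted effect of over 45% in size; toxic huntingtin expression switched on by the ecdysone agonist tebufenozide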
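Compounds were screened for protection of PC12 cells against cell death after tebufenozide induction (100 nM final) of mutant Huntingtin exon 1 (Q103) fused to GFP.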
Tau FP inhib: tau fibrillization inhibition (FP); actives 0.39% (n = 280,000); Potency, µM (titrated, usually from 57.7 µM), inactives show at the highest dose activity, negative = inhibition, hits mostly inhibitors; P10636; K18 P301L tau heparin fibrillization, Alexa594 FP, 6 h; note: % is set by controls: 0 for no effect and ±100 for the full control effect; nearly all actives have a fitted effect of over 55% in size
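Human K18 P301L fragment (15 uM unlabeled plus 0.24 uM Alexa 594-labeled) in 100 mM sodium acetate pH 7 with compound, aggregation induced by 20 uM heparin for 6 hr at 37 C. ThT (30 uM) added for 1 hr, then Alexa 594 FP read.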
Numbers without * were called inactive; ? = inconclusive; / = not tested or not shown; [ ] = dose if it differs, or a comment. Unless noted, calls come from the whole dose curve; as a rule, active = well fitted curve in the direction sought with a large enough effect; inconclusive = small, poorly fitted or top-dose-only effect, or another doubt; inactive = no such curve, though single readings can be large; an effect the other way counts as inactive or inconclusive. Potency is the fitted concentration of half-maximal effect. A portion of the library; count on the stated rates, not on these rows.

Values run as follows: Tau fibril ThT, JMJD2E inh, Tau fluor counter, SMN2 splice enh, HTT aggregate, ALDH1A1 inh, HTT cytoprotect, Tau FP inhib
COc1ccc(N2CCN(c3oc(COc4ccc(Cl)cc4)nc3C#N)CC2)cc1
 : ?, 0%, ?, -20%, 28%, -8%, -16%, 3%
CCCC1=NN2C(=N)/C(=C\c3ccc(SCc4ccco4)o3)C(=O)N=C2S1
 : 10µM*, ?, -27%, -5%, -8%[1.84 µM], 22µM*, -9%, -12%
O=[N+]([O-])c1cc(C(F)(F)F)ccc1N1CCN(S(=O)(=O)c2ccc3c(c2)CCCC3)CC1
 : -6%, 4%, -2%, -92%[inhibitor], 9%, 8%, 5%[10 µM], -7%
Cc1cc(C)n2nc(C(=O)Nc3cccc(S(=O)(=O)N4CCCC4)c3)nc2n1
 : /, 9%, 6%, /, -20%[9.22 µM], /, -6%[10 µM], 4%
Cn1cccc1Cc1nnc(SCC(=O)Nc2nccs2)n1CCc1ccccc1
 : -19%, 3%, -12%, -4%, ?, ?, 6%[10 µM], -1%
Cc1ccc(C(C)C)c(OCCCn2c(=O)oc3ccccc32)c1
 : -9%, /, -9%, -1%, /, /, /, -11%
CCCCn1c(-c2ccco2)nc2oc3ccccc3c(=O)c2c1=O
 : -15%, -26%, -6%, /, -9%[9.22 µM], ?, -15%[10 µM], 6%
O=C(c1ccc(F)cc1)C(CN1CCOCC1)c1ccccc1 (stereo unspecified)
 : ?, -2%, 13%, -77%[inhibitor], 26%[9.22 µM], ?, 32µM*, ?
CCOC(=O)c1ccc(NC(=S)NCCCn2ccnc2)cc1
 : -12%, 4%, -19%, /, 6%[9.22 µM], ?, 14%[10 µM], -6%
Cc1cccc(C)c1NC(=O)Cn1c(=O)n(CCC(=O)NCc2ccccc2Cl)c(=O)c2sccc21
 : 4%, /, 1%, ?, /, /, /, ?
Nn1c(Nc2ccc(Cl)cc2)nncc1=O
 : 1%, 0%, 3%, 1%, -14%, 1%, -10%, 4%
COc1cccc(C(=O)NCc2nnc(SCC(=O)Nc3nccs3)n2-c2cccc(C)c2)c1
 : 5%, 13%, 1%, -16%, 13%, 12%, 6%[10 µM], -2%
O=C(Nc1ccc(F)cc1)c1c(Cl)nc2ccccn12
 : -5%, 1%, -4%, ?, 5%, -3%, -24%, 3%
CCCC(=O)Nc1cc(=O)n(C)c(=O)n1C
 : -2%, -1%, -9%, -20%, 4%, 2%, -21%, -11%
CCCCn1c(CN2CCN(c3ccccc3)CC2)nc2c1c(=O)n(C)c(=O)n2C
 : -21%, -2%, -13%, -112%[inhibitor], ?, ?, 9%[10 µM], -5%
CCCC(=O)Nc1cccc(C(=O)Nc2nccs2)c1
 : -7%, 2%, 1%, -11%, -2%, -6%, -12%, 0%
O=C(COC(=O)C1CCCCC1)Nc1ccccc1OC(F)F
 : -8%, 4%, -15%, 1%, 8%, 12%, -20%, 2%
Cc1cc(C)c(C(N)=O)c(NC(=O)Nc2ccccc2)n1
 : -15%, ?, -3%, -10%, 5%, 8%, -12%, -4%
CCCn1c(SCC(=O)NC2CCCc3ccccc32)n[nH]c1=O (stereo unspecified)
 : 2%, 2%, 0%, -12%, -2%, ?, -19%, -2%
O=C(N/N=C/c1ccc(OCc2ccccc2)cc1)c1ccco1
 : ?, 0%, -8%, /, -1%[9.22 µM], /, 11%[10 µM], -11%
COc1ccc(NS(=O)(=O)c2ccc(O)c(C(=O)OCC(=O)Nc3ccc4c(c3)OCCO4)c2)cc1
 : 5%, -7%, -3%, 12%, -1%, 22µM*, 30%[10 µM], -3%
CNC(=S)N/N=C(\C)c1cccc([N+](=O)[O-])c1
 : -8%, -6%, -9%, 12%, 7%, 13µM*, -8%[1.9 µM], -8%
CSc1ccc(Cl)c(C(=O)NCC(C)C)c1
 : -1%, 1%, 1%, -2%, 2µM*, 0%, -17%[0.074 µM], 4%
Clc1ccc(-n2cccc2CN2CCc3c([nH]c4ccccc34)C2c2ccccn2)nc1 (stereo unspecified)
 : ?, ?, ?, /, 5%, 14µM*, -35%, -13%
CCOc1ccccc1C(=O)Oc1c(S(=O)(=O)c2ccc(C)cc2)c(C)nn1-c1ccccc1
 : ?, /, -4%, -1%, /, /, /, -5%
O=c1[nH]c(NNC(=S)NC2CCCCC2)nc2c1C1(CCCC1)Cc1ccccc1-2
 : 3%, ?, -21%, /, 17%[9.22 µM], /, 21%[10 µM], 1%
Cc1ccc(CN2C(=O)N/C(=C/c3ccc4c(c3)n(C)c(=O)n4C)C2=O)cc1
 : ?, ?, -21%, 6%, 3%, ?, -48%[inhibitor], -3%
O=c1cc(N2CCOCC2)[nH]c(=O)n1C1CCCCC1
 : -13%, -3%, -6%, -20%, -9%, ?, 15%, -3%
CC1CCN(CCCNC(=O)c2cn(C)c3ccc(S(=O)(=O)N(C)C4CCCCC4)cc3c2=O)CC1
 : -11%, /, -19%, -9%, /, /, /, -5%
Cc1nc(-c2ccc(S(=O)(=O)N3CCN(C(c4ccccc4)c4ccccc4)CC3)s2)cs1
 : /, ?, ?, /, 6%[9.22 µM], /, 25%[10 µM], -21%

Record cards, from the list above. Order of values: Tau fibril ThT, JMJD2E inh, Tau fluor counter, SMN2 splice enh, HTT aggregate, ALDH1A1 inh, HTT cytoprotect, Tau FP inhib
Entry for CSc1ccc(Cl)c(C(=O)NCC(C)C)c1 = -1%, 1%, 1%, -2%, 2µM*, 0%, -17%[0.074 µM], 4%
Entry for Cn1cccc1Cc1nnc(SCC(=O)Nc2nccs2)n1CCc1ccccc1 = -19%, 3%, -12%, -4%, ?, ?, 6%[10 µM], -1%
Entry for Nn1c(Nc2ccc(Cl)cc2)nncc1=O = 1%, 0%, 3%, 1%, -14%, 1%, -10%, 4%
Entry for O=C(N/N=C/c1ccc(OCc2ccccc2)cc1)c1ccco1 = ?, 0%, -8%, /, -1%[9.22 µM], /, 11%[10 µM], -11%

Carrying on:
Values run as follows: Tau fibril ThT, JMJD2E inh, Tau fluor counter, SMN2 splice enh, HTT aggregate, ALDH1A1 inh, HTT cytoprotect, Tau FP inhib
CC(C(=O)N(C)Cc1ccccc1)N1CCN(C/C=C/c2ccccc2)CC1 (stereo unspecified)
 : -6%, ?, -12%, /, 33%[9.22 µM], -11%, 40%[10 µM], 1%
N#Cc1ccc(NC(=O)Cn2c3[n+](c4ccc(C(F)(F)F)cc42)CCCCC3)cc1
 : 8%, 25µM*, -3%, 2%, 5%, -19%, -44%[inhibitor], -15%
CC(=O)c1c(C)[nH]c(C(=O)OCC(=O)N2CCN(S(=O)(=O)c3ccc(C)cc3C)CC2)c1C
 : -12%, -9%, -18%, -37%[inhibitor], -25%, 2%, -4%, 11%
COc1ccc(C(=O)NC2(C(F)(F)F)C(=O)NC(C)=C2C#N)cc1 (stereo unspecified)
 : 0%, /, -5%, 4%, /, /, /, 1%
Cc1ccccc1OCc1nnc(SCC(=O)Nc2ccc3c(c2)OCO3)n1C
 : ?, 0%, -21%, -10%, 5%, 8%, -28%, 3%
Cc1ccc2c(Cl)c(C(=O)Nc3cccnc3)sc2c1
 : -4%, -2%, -6%, ?, -20%, -4%, 6%[10 µM], -8%
COc1ccc(N2C(=O)CC(N(Cc3ccc(S(N)(=O)=O)cc3)C(C)=O)C2=O)cc1 (stereo unspecified)
 : -2%, -4%, -2%, -13%, -12%, 8%, 12%[1.9 µM], -11%
O=C(NCCN1CCCC1)C1(S(=O)(=O)c2ccc(Cl)cc2)CC1
 : -12%, 2%, 1%, -8%, -14%, ?, -15%, 5%
O=C1CCCC(O)=C1N=Nc1ccc2ncsc2c1
 : 10%, 4%, 0%, 19%, -5%, 25µM*, -15%[10 µM], -9%
CCc1nc(SCC(=O)NNC(=O)c2ccc(OC)cc2)c2ccccc2n1
 : -19%, -2%, -3%, 1%, 11%[9.22 µM], ?, 41%[10 µM], -6%
c1ccc(Cc2nn3c(COc4ccccc4)nnc3s2)cc1
 : ?, 3%, -16%, 5%, -22%, 5µM*, 3%[10 µM], -13%
O=c1c2ccccc2nc(-c2ccco2)n1/N=C/c1ccco1
 : -11%, ?, 4%, 3%, -19%[9.22 µM], ?, -13%[10 µM], -2%
CCOC(=O)c1cc(NC(=O)c2c(C)noc2C)cc(C(=O)OCC)c1
 : 0%, 1%, -11%, 15%, -2%, ?, -2%, -12%
Cc1cnc(C(=O)OCC(=O)Nc2ccc(Cl)cc2Cl)cn1
 : -8%, 3%, -4%, 4%, -17%, 0%, -3%[10 µM], -4%
COc1ccc(C(=O)Nc2ccccc2C(=O)NC(Cc2ccc(O)cc2)C(=O)NNC(=O)c2ccncc2)cc1 (stereo unspecified)
 : -4%, -12%, -14%, 29%, -1%, ?, -10%[10 µM], 0%
Cc1ccc(Cn2ccc(-c3cnc(-c4ccccc4)s3)n2)cc1
 : -8%, ?, -25%, -43%[inhibitor], -36%, ?, -26%, ?
CC1CCN(CC(O)COCCC23CC4CC(CC(C4)C2)C3)CC1 (stereo unspecified)
 : -2%, -5%, -4%, -21%, 2%[9.22 µM], 3%, -25%, 3%
Cc1cc(NS(=O)(=O)c2ccc(NC(=O)COc3ccc(Cl)cc3)cc2)nc(C)n1
 : 1%, /, -7%, -28%, /, /, /, -9%
O=C(O)C1C2C=CC(CC2)C1C(=O)O (stereo unspecified)
 : -14%, -2%, -10%, 2%, 12%, 7%, -15%, 0%
Cc1ccc(Cl)cc1N1CCN(C(=O)CCC(=O)Nc2ccc3nc(N4CCC(C)CC4)cc(C)c3c2)CC1
 : ?, /, ?, 5%, /, /, /, 5%
Cc1cc(NC(=O)CCCOc2ccc(Cl)cc2Cl)no1
 : 5%, 1%, 1%, 5%, 1%, 4%, -1%[10 µM], -7%
COc1cc(C(=O)OCC(=O)Nc2cc(C)on2)cc(OC)c1OC
 : -5%, 1%, -3%, 5%, 21%, 9%, -7%, 2%

Screens (PubChem)
